# Assay outcomes (PubChem BioAssay)
# All columns: NCI-60 one-dose screen, growth in % after 48 h at 10 µM unless noted; 100 = growth as untreated, 0 = no growth, -100 = all killed.
# MALME-3M: MALME-3M melanoma; hit rate 5.8% among 78,000; AID 1794766
# T-47D: T-47D breast cancer. hit rate 5% among 79,000. AID 1794792
# BT-549: BT-549 breast cancer | hit rate 4.4% among 78,000
# UACC-257: UACC-257 melanoma; hit rate 4.4% among 78,000; AID 1794764
# SK-MEL-28: SK-MEL-28 melanoma; hit rate 4.1% among 81,000
# HS 578T: HS 578T breast cancer | hit rate 4.1% among 78,000 | AID 1794788
# SK-MEL-2: SK-MEL-2 melanoma | AID 1794763 | hit rate 4.7% among 77,000
# UACC-62: UACC-62 melanoma | AID 1794756 | hit rate 5.4% among 81,000
# Active calls of the source: *; . = no result given; & = joins results of further samples. Rule for the calls: active = growth percent below 10; inactive = the rest.
SMILES,MALME-3M,T-47D,BT-549,UACC-257,SK-MEL-28,HS 578T,SK-MEL-2,UACC-62
COc1coc(CO)cc1=O,140,101,116,117,119,108,119,99
O=C(N/N=C/c1ccc(F)cc1)c1ccc(C(F)(F)F)nc1Nc1cccc(C(F)(F)F)c1,3.0*,-3.3*,1.7*,-2.3*,13,-5.7*,-29*,-6.6*
COc1ccc2c(c1)CCC1(C)CC(=O)C=C21 (centres undefined),123,.,85,98,111,96,118,107
COC(=O)[C@]1(C)CCC[C@@]2(C)[C@H]1CC(C=O)=C1C=C(C(C)C)CC[C@@H]12,102,96,106,102,103,98,109,86
CCC(C)N (centres undefined),120,104,102,112,115,95,116,106
Oc1ccc(C(Cc2ccccc2)NCc2ccccc2)c(O)c1 (centres undefined),101,90,93,106,104,104,94,95
O=C(O)c1ccc(Oc2ccc([N+](=O)[O-])cc2)c([N+](=O)[O-])c1,108,91,91,111,104,95,109,106
O=P(Cc1cccc2ccccc12)(c1ccccc1)c1ccccc1,104,90&101,95&106,101&111,102&118,92&96,101&96,77&78
O=C(NNc1ccccc1)c1ccccn1,92,64,110,91,88,97,88,34
CCOc1ccc2c(c1)CC[C@@H]1[C@@H]2CC[C@]2(C)[C@@H](O)[C@@H](O)C[C@@H]12,91,94,119,95,100,113,115,94
O=C(Nc1nc2ccccc2s1)c1ccc(Br)cc1,85,44,90,85,91,95,96,73
NNc1ccc(C(=O)O)cc1,88&107,113&92,112&102,135&101,115&102,119&102,131&107,97

# Complete entries, quoted from the list.
# `O=C(NNc1ccccc1)c1ccccn1` is listed with MALME-3M = 92; T-47D = 64; BT-549 = 110; UACC-257 = 91; SK-MEL-28 = 88; HS 578T = 97; SK-MEL-2 = 88; UACC-62 = 34
# `COC(=O)[C@]1(C)CCC[C@@]2(C)[C@H]1CC(C=O)=C1C=C(C(C)C)CC[C@@H]12` is listed with MALME-3M = 102; T-47D = 96; BT-549 = 106; UACC-257 = 102; SK-MEL-28 = 103; HS 578T = 98; SK-MEL-2 = 109; UACC-62 = 86

# (next part)
SMILES,MALME-3M,T-47D,BT-549,UACC-257,SK-MEL-28,HS 578T,SK-MEL-2,UACC-62
CNC(=O)c1cc(Oc2ccc3nc(NC(=O)c4cc(N5CCOCC5)cc(C(F)(F)F)c4)sc3c2)ccn1,87,74,88,82,81,79,.,72
O=C1CSC(c2cccc([N+](=O)[O-])c2)N1c1nnc(Cn2cnnc2)o1 (centres undefined),87,91,112,91,110,93,.,83
O=C1N(Cc2ccccc2Cl)c2ccccc2C12NN=C(c1ccccc1)S2 (centres undefined),83,72,70,88,79,70,91,59
O=C(Nc1cccc([N+](=O)[O-])c1)c1ccc(Cl)c(Cl)c1,30,55,.,93,54,70,.,74
O=C(Cc1ccccc1)NNc1nc(N2CCOCC2)nc(N2CCN(C(c3ccccc3)c3ccccc3)CC2)n1,114,61,110,96,105,88,91,63
CCOC(=O)[C@@H](C)N1CC=CCN(OCc2ccccc2)S1(=O)=O,138,99,.,92,.,104,103,102
Fc1ccc2nc(-c3ccc(-c4noc(-c5ccc(Cl)cc5)n4)cc3)[nH]c2c1,.,93,94,101,128,108,105,113
N#Cc1c(Cl)nc(SCC(=O)N2CCN(c3cc4c(cc3F)c(=O)c(C(=O)O)cn4C3CC3)CC2)nc1-c1ccc(F)cc1,100,108,113,99,103,106,135,98
Cc1ccncc1CO,99,92,102,88,104,100,96,102
C=C(CC[C@@H](C)[C@H]1CC[C@H]2C3=C[C@H](O)[C@H]4C[C@@H](O)CC[C@]4(C)[C@H]3CC[C@]12C)C(C)C,103,95,105,.,114,99,103,90
Fc1ccc(/C(=N\c2nnc(-c3ccc(Cl)cc3)s2)c2ccccc2)cc1,103,90,89,107,110,108,108,83
CCc1c(N)nc(N)nc1Nc1ccc(C)cc1,102,91,106,113,106,104,100,101
NC(=O)Nc1ccc2ncnc(Nc3ccc(Cl)cc3)c2c1,117,62,92,100,106,88,127,88
CC1=C[S+](c2ccccc2)c2cccc3cc4ccccc4c1c23 (centres undefined),-41*,-52*,-11*,-89*,11,69,-65*,-85*
O=C1NC(=O)C2(CCCC2c2ccccc2)N1 (centres undefined),.,97,.,107,116,107,103,105
COc1cc(C(=O)/C=C/c2ccc3nc(-c4ccc(C(F)(F)F)cc4)sc3c2)cc(OC)c1OC,91,91,91,106,107,100,.,92
O=C(CN1C(=O)CSC1=O)Nc1ccc(C(=O)/C=C/c2cc3ccccc3nc2Cl)cc1,92,59,66,75,95,83,88,74
COc1cc(OCc2cccc(-c3ccccc3)c2C)cc(OC)c1/C=C/c1ccc(B2OC(C)(C)C(C)(C)O2)cc1,90,69,87,99,95,84,97,69
NS(=O)(=O)c1ccc(CN/C=C/C(=O)c2cc3cc(Br)ccc3oc2=O)cc1,91,91,85,98,106,91,103,96
Nc1cccc(-n2c(COc3ccc(OC(F)(F)F)cc3)nc3ccccc32)c1,100&91,99&89,108&96,109&107,117&112,106&80,113&92,97&78
C[C@]12CC(=O)C[C@@H]1C[C@H]1CC[C@]3(C)CC4(C[C@H]3C[C@H]1C2)S(=O)(=O)CCS4(=O)=O,100,80,98,112,111,107,104,94
O=[N+]([O-])c1ccc(NCSc2ccc(Cl)cc2)cc1,.,93,72,101,104,.,98,78
CCN1C(=O)N(CC)C2Nn3c(s/c(=C4\C(=O)Nc5ccccc54)c3=O)=NC21 (centres undefined),56,46,65,67,60,35,61,47
COc1ccc2[nH]c(=O)c(/C=C/C(=O)c3ccc(Nc4nccc(-c5ccc6ccccc6c5)n4)cc3)cc2c1,101,97,99,95,108,99,102,89

# 3 structures out of the list, arranged by number of heavy atoms, high to low.
SMILES,MALME-3M,T-47D,BT-549,UACC-257,SK-MEL-28,HS 578T,SK-MEL-2,UACC-62
COc1cc(C(=O)/C=C/c2ccc3nc(-c4ccc(C(F)(F)F)cc4)sc3c2)cc(OC)c1OC,91,91,91,106,107,100,.,92
O=C(CN1C(=O)CSC1=O)Nc1ccc(C(=O)/C=C/c2cc3ccccc3nc2Cl)cc1,92,59,66,75,95,83,88,74
C[C@]12CC(=O)C[C@@H]1C[C@H]1CC[C@]3(C)CC4(C[C@H]3C[C@H]1C2)S(=O)(=O)CCS4(=O)=O,100,80,98,112,111,107,104,94

# (continued)
SMILES,MALME-3M,T-47D,BT-549,UACC-257,SK-MEL-28,HS 578T,SK-MEL-2,UACC-62
CCN1C(=O)N(CC)C2C1NN=c1s/c(=C3\C(=O)N(CC(C)C)c4ccccc43)c(=O)n12 (centres undefined),60,74,17,65,51,18,56,28
O=C(COc1ccc2c(c1)OCO2)N1CCN(c2cccc(Cl)c2)CC1,90,95,110,105,105,84,107,113
COc1cccc(/C=C2\C=C(c3ccccc3)N(Cc3ccccc3)C2=O)c1,98,60,70,83,80,42,73,38
CCOc1ccc(C(=O)N2CCN(c3nc(-c4ccccc4)cc(=O)n3C)CC2)cc1,97,76,87,95,99,90,103,80
COc1ccc(-n2cnc3ccccc3c2=O)cc1,100,94,83,103,103,98,100,72
CC(=O)Nc1ccc(Br)cc1C,102,114,.,98,113,.,.,97
CC1(C)Oc2cc3oc(=O)ccc3cc2C[C@@H]1OCCNS(C)(=O)=O,105,111,120,108,107,106,116,95
CC/C(Cc1ccccc1)=C(\c1ccc(OCCN2CCOCC2)cc1)c1ccc(OC(=O)NCc2ccccc2)cc1,112,74,111,92,103,95,96,79
c1cc2c(cc1-c1cnc3nonc3n1)OCO2,99,58,95,93,104,99,115,66
C/C(Cc1ccc(Cl)cc1)=C(\c1ccc(OCCCN(C)C)cc1)c1ccc(OC(=O)Cc2ccccc2)cc1,111,71,117,103,103,105,100,105
CCOC(=O)c1cc(C(=O)OCC)n2ncc3ccccc3c12,97,96,98,91,98,92,102,90
Cn1c(N)c([C@@H]2c3c(n(C)c(=O)n(C)c3=O)Oc3ccc4ccccc4c32)c(=O)n(C)c1=O,87,102,96,101,103,118,95,99
Fc1cccc(Cl)c1C1SCc2nc3ccccc3n21 (centres undefined),79,80,91,86,101,81,98,84
CC[C@]12C=CCN3CC[C@@]4(c5cc(C#CCNc6ccc(C)c(Nc7nccc(-c8cccnc8)n7)c6)c(OC)cc5N(C)[C@H]4[C@@](O)(C(=O)OC)[C@@H]1OC(C)=O)C32 (some centres undefined),61,46,-3.2*,70,37,56,62,69
Cn1c(=O)c2[nH]c(SC/C(=N/O)c3ccc(Cl)cc3)nc2n(C)c1=O,120,77,103,99,105,107,103,95
CC(=O)OCC(=O)[C@H]1CC[C@H]2[C@@H]3CCC4=CC(=O)C=C[C@]4(C)[C@H]3CC[C@]12C,102,91,102,111,105,105,99,88
O=C(Nc1ccc(Cl)c(Cl)c1)c1ccc(Nc2ccc(Cl)nn2)cc1,112,89,112,.,108,104,103,89
c1ccc2c(Cn3cc(CSc4nc5ccccc5o4)nn3)cccc2c1,88,91,96,106,108,97,91,86
CCOC(=O)n1cc(-c2nonc2-c2cn(C)c3ncccc23)c2ccccc21,84,15,88,98,104,78,90,65
O=C(Nc1ncc(Cc2ccc(Br)cc2)s1)C(=S)N1CCOCC1,100,97,108,96,110,103,103,94
N#Cc1c(-c2ccc(F)cc2)cc(-c2c[nH]c3ccccc23)nc1-c1c[nH]c2ccccc12,102,90,109,107,107,95,96,98
COc1ccc(/C(C)=C(/c2ccc(O)cc2)c2ccc(Cl)cc2)cc1F,95,88,94,99,112,88,109,88
CCN(CC)CC(=O)Nc1c(C)ccc(N)c1C,91,97,97,105,107,105,99,98
N#Cc1cnn(-c2cc(=O)[nH]c3ccccc23)c1N,96,.,107,96,111,111,107,97

# Looked up above:
# Result of `Fc1cccc(Cl)c1C1SCc2nc3ccccc3n21` (centres undefined) in SK-MEL-2: 98
# Result of `O=C(Cc1ccccc1)NNc1nc(N2CCOCC2)nc(N2CCN(C(c3ccccc3)c3ccccc3)CC2)n1` in BT-549: 110
# Result of `COc1ccc2[nH]c(=O)c(/C=C/C(=O)c3ccc(Nc4nccc(-c5ccc6ccccc6c5)n4)cc3)cc2c1` in MALME-3M: 101

# New compounds follow
SMILES,MALME-3M,T-47D,BT-549,UACC-257,SK-MEL-28,HS 578T,SK-MEL-2,UACC-62
Cc1[nH]c(C(=O)Nc2nc3ccc(NC(=O)c4cccnc4)cc3s2)c(Cl)c1Cl,101,97,115,99,104,105,101,104
Cn1cccc1C(=O)C1C(c2ccc(F)cc2)C2CSCN2C12C(=O)Nc1ccc(Cl)cc12 (centres undefined),111,75,107,105,111,100,95,65
O=C(NCCNc1cc(-c2cn(-c3ccccc3)nc2-c2cccc(O)c2)ccn1)Nc1ccc(F)cc1,71,82,90,95,81,64,96,84
COc1ccc(-c2nc(SCC(C)C)nc(NNC(N)=O)c2C#N)cc1,122,73,113,118,116,90,107,86
COc1ccccc1C1OC2=C(Nc3ccc([N+](=O)[O-])cc3N2)C1=O (centres undefined),.,81,104,88,107,96,113,88
Cc1cc(O)cc(C(=O)O)c1,.,104,113,101,124,88,114,107
NC(=O)c1c2c(c3ccc4c5ccccc5ccc4n13)C(=O)c1ccccc1C2=O,97,105,130,124,110,107,104,103
COC(=O)c1cc(-c2ccc(C)cc2)n(C(=O)CSc2nc3sc(C(N)=O)c(C)c3c(=O)n2Cc2ccccc2)n1,.,95,96,106,112,107,110,.
O=C(Cn1nncc1CN1C(=O)CSC1=O)Nc1cc(Cl)cc(Cl)c1,104,101,113,111,115,100,104,98
C[n+]1cc2cc3c(cc2c2ccccc21)OCO3,-0.6*,40,20,69,46,42,.,73
CC(/C=C/c1ccc(Br)cc1)=N\OCC(=O)NC(C)C,89,75,101,97,112,103,.,95
C=C(C)C(=O)N1c2ccc(OC)cc2CC1C(=O)OCC (centres undefined),102,83,96,93,101,118,89,95
COc1ccc(-c2n/c(=C\c3c(O)[nH]c4ccccc34)cc3c2=Nc2ccccc2-3)cc1,.,85,78,92,-26*,81,84,87
CCCCCCCCCCCCCCCC(=O)NCc1ccc(Cl)cc1,97,105,105,106,102,93,109,98
C(CCCSC1=NCCN1)CCSC1=NCCN1,104,101,112,98,113,104,122,107
